# TWEAK Fn14 block: inhibitors of TWEAK-Fn14 interaction signaling. TWEAK-stimulated Fn14 reporter cells, luciferase luminescence, 8 h. inhibition, % at 10 µM. hit rate 2% among 360,000; in the data active = inhibition above about 50%
# TRAIL sens C8: caspase-8 TRAIL sensitization; inhibition (viability loss, TRAIL sensitization), % at 10 µM; hit rate 1% among 360,000; NB7+C8 cells + TRAIL, ATPlite viability luminescence; AID 624354;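 active = compounds causing at least 50% loss of cell viability in the single-dose screen, relative to plate controls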
# NR2E3 ag-1: activates human photoreceptor nuclear receptor NR2E3. Q9Y5X4. GST-NR2E3/biotin-RetCOR TR-FRET, 1536-well. inhibition of corepressor binding, % at 4.78 µM. hit rate 0.12% among 320,000. AID 2300;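 active = percent inhibition above the cutoff of mean plus 3 SD of all tested compounds, set per screening campaign, cut at about 20% in these data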;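 also: 0% = DMSO wells and 100% = biotin wells as full block of FRET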
# Target sequence (Q9Y5X4 whole entry, looked up): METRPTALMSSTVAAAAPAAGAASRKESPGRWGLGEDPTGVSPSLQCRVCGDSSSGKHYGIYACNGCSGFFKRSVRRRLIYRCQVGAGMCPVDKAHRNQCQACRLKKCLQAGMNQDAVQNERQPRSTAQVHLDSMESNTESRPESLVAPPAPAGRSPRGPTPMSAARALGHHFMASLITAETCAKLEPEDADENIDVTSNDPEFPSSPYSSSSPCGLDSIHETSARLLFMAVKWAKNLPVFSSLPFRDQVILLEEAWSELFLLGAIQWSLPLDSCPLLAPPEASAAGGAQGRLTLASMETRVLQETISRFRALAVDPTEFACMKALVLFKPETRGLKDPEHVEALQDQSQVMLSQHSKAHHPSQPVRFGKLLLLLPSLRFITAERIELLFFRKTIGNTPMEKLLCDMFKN
#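 system = GST-tagged NR2E3 plus biotinylated RetCOR corepressor | input = 1.35 nM GST-NR2E3 | also added = 7 nM biotin-RetCOR | schedule = 5 h incubation at 4 °C | measured by = TR-FRET with europium anti-GST and streptavidin-D2, 340 nm excitation | read-out = percent loss of FRET ratio relative to control wells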
# HIF-2a inh: inhibitors of HIF-2a | hit rate 0.72% among 360,000 | inhibition, % at 18.8 µM | 786-0 RCC cells HIF-2a reporter, luciferase luminescence, overnight | AID 624352;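 active = inhibition of the luminescence signal of 40% or more relative to plate controls, in a single-dose primary screen at 18.75 µM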
# NR2E3 ag-2: activates human NR2E3 receptor; AID 602229; inhibition of corepressor binding, % at 3.98 µM; Q9Y5X4; CHO-S Gal4-NCOR/VP16-NR2E3 two-hybrid, luciferase; hit rate 0.35% among 360,000;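 active = inhibition above the mean of all tested compounds plus 3 SD, cut at about 70% in these data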;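 also: 0% = DMSO with NR2E3 transfected cells and 100% = cells lacking NR2E3 construct; higher means lower luciferase signal from less NR2E3 corepressor binding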
# Shn3 inh set2: reduces Shn3 3'UTR luciferase signal in osteoblasts. hit rate 0.52% among 360,000. Clone20 osteoblast Shn3 3'UTR firefly luciferase, 24 h. inhibition, % at 12.5 µM;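 active = mean inhibition of at least 75% with every replicate also reaching 75%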;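 also: 0% = median of neutral control wells and 100% = pilot-screen positive control compound; some compounds past the cut are filed as inactive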
# MITF TRPM1 inh: reduces MITF-dependent TRPM1 promoter luciferase signal; inhibition, % at 12.5 µM; hit rate 0.83% among 330,000; SK-MEL-5 TRPM1 promoter luciferase, 24 h;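 active = mean inhibition across replicates of 60% or more, whatever share of single replicates reaches that level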; also: values of inactives mirror those of a sister screen read the other way
# TROY signal inh: TROY signaling inhibition | Q293 LMP1-TROYcd NF-kB luciferase reporter, 4 h | inhibition, % at 10 µM | hit rate 0.98% among 360,000 | AID 1347056;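 active = compounds whose plate-normalised and pattern-corrected inhibition of the luciferase reporter signal at the single screening dose is 50% or more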
# KKLEB cytotox: CF airway cell cytotoxicity counter-screen. KKLEB CF airway cells viability, ATPlite luminescence, overnight; hits give low values; cells stimulated with P. aeruginosa culture filtrate. activity change (cytotoxicity), % at 5 µM. hit rate 0.36% among 360,000. AID 602141;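 active = corrected activity change at or below -50% at 5 µM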
# Peg3 promoter: Peg3 promoter activity inhibition; hit rate 1.7% among 360,000; inhibition, % at 20 µM; HeLa PEG-Prom luciferase reporter, luminescence, overnight;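 active = inhibition of at least 50% at 20 µM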
# CF NFkB block: inhibitors of cystic fibrosis induced NF-kB; hit rate 0.86% among 360,000; KKLEB NF-kB-GFP reporter, PAF-induced, GFP fluorescence overnight; inhibition, % at 5 µM;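 active = at least 50% inhibition at 5 µM, scaled per plate between neutral and stimulator controls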;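 also: PAF is a Pseudomonas aeruginosa culture filtrate used as stimulus; plate controls were PAF-stimulated DMSO wells for no effect and unstimulated DMSO wells for full effect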
# * = called active by the depositor; . = not tested or not shown.
SMILES,TWEAK Fn14 block,TRAIL sens C8,NR2E3 ag-1,HIF-2a inh,NR2E3 ag-2,Shn3 inh set2,MITF TRPM1 inh,TROY signal inh,KKLEB cytotox,Peg3 promoter,CF NFkB block
O=C(CN1CCOCC1)NCc1cc([N+](=O)[O-])ccc1O,0,-4,1,15,16,3,2,-22,-7,7,-3
COC(=O)C1=C(C(=O)c2ccccc2)C(c2ccccc2)n2nnnc2N1 (stereo not drawn),1,-5,1,17,-6,8,-20,-13,-14,3,9
O=C(Nc1ccc(-c2cnco2)cc1)c1ccccc1,-40,2,0,-274,-99,-95,-85,-55,-2,-243,-5
Cc1cc(-c2ccccc2)n2ncnc2n1,-11,-6,2,17,4,3,-4,-6,2,14,10
Cn1c2ccccc2c2cc(/C=N/NC(=O)c3ccc(O)cc3O)ccc21,-58,28,0,-2,-45,7,-7,-13,4,-22,-103
CCCCn1c(N)c(N(CC(C)C)C(=O)C2CC(=O)N(c3ccc(CC)cc3)C2)c(=O)[nH]c1=O (stereo not drawn),6,-3,5,2,18,-15,0,22,1,13,-22
CCN(CC)CCN(Cc1cc2cc3c(cc2[nH]c1=O)OCCO3)C(=S)NCCOC,18,-18,.,2,4,-2,.,-5,7,5,17
CC(=O)N1CCN(Cc2cc(=O)oc3cc(C)cc(C)c23)CC1,-8,11,.,9,10,-7,.,14,-10,1,-16
Cc1ccc(-c2nnc(CSc3nnc(COc4cccc5ccccc45)n3-c3ccccc3)o2)cc1,25,3,-3,14,-9,20,3,14,4,34,8
CN(C)S(=O)(=O)c1cccc(NC(=O)CSc2ncnc3ccccc23)c1,64*,19,2,1,-2,24,8,38,-3,10,16
COc1ccc(CN2CCC(C(=O)c3cccc(Cl)c3)CC2)cc1,1,0,0,8,3,-53,9,-25,-12,-11,6
Cc1ccc(-n2ncc3c(=O)n(-c4ccc(C)c(C)c4)c(C)nc32)cc1,-5,11,-2,-1,-9,37,-2,16,-6,22,-14
CCN(CC(=O)Nc1ccc(C)c(S(=O)(=O)N(C)C)c1)Cc1ccccc1,-24,9,-2,-57,-18,-1,-6,-11,-6,-42,11
CCCCSc1nc(N)c(C#N)c(-c2cccs2)c1C#N,28,-9,13,10,25,12,0,47,4,43,6
CCN(CC(=O)Nc1ccc(NC(C)=O)cc1)C(=O)c1cccc(S(=O)(=O)N2CCc3ccccc3C2)c1,-9,-9,4,-1,-6,-5,0,7,-8,9,8
C(=Cc1cnc2ccccc2n1)c1ccc2c(c1)OCO2,98*,86*,.,59*,52,86*,.,81*,-65*,69*,-31
Cc1ccc(-n2c(SCC(=O)NCC3CCCO3)nc3ccccc3c2=O)cc1C (stereo not drawn),6,-20,-3,0,-15,4,4,-10,8,18,4
O=C(Nc1ccc2c(c1)nc1n2CCN(C2CCCCC2)C1)c1ccco1,5,-26,.,-28,-20,-8,-4,10,0,-8,-8
O=C(CCn1c(=O)sc2ccccc21)Nc1cccnc1,9,-19,1,-19,1,18,-1,-3,-8,-228,16
COc1ccccc1-c1cnc(C(O)c2ccc(CN3CCCCC3)cc2)[nH]1 (stereo not drawn),-12,-12,.,5,22,6,.,-14,17,3,-18
COCCNC(=O)CN1C(=O)NC2(CCCCCC2)C1=O,-4,-2,4,17,-17,-6,-3,3,-9,22,18
CCCCn1c(O)c(C=NCCCN(C)C)c(=O)[nH]c1=O,13,-8,-4,21,24,-8,13,11,-10,14,20
CC(=O)Nc1ccc(-n2nnnc2SCC(=O)NCc2cccs2)cc1,8,-4,-1,14,-12,1,2,-8,-12,6,1
Cc1nc(SCC(=O)O)c2oc3ccccc3c2n1,-5,3,-1,21,-6,-12,9,-13,-3,6,-3
CCCn1c(C(C)NC(=O)c2ccccc2)nc2ccccc21 (stereo not drawn),17,17,.,-10,9,0,14,3,-9,8,-2

# Remaining list, next part.
SMILES,TWEAK Fn14 block,TRAIL sens C8,NR2E3 ag-1,HIF-2a inh,NR2E3 ag-2,Shn3 inh set2,MITF TRPM1 inh,TROY signal inh,KKLEB cytotox,Peg3 promoter,CF NFkB block
Nc1cc(N)cc(Cc2ccccc2)c1,-8,-6,.,-6,0,0,.,37,3,7,1
CCOCc1nnc(NC(=O)c2c(-c3ccccc3)noc2C)s1,3,-6,.,-2,-7,-6,0,4,2,12,-13
CCOC(=O)C(CCCOc1cccc(CC)c1)C(=O)OCC,20,6,2,23,14,10,-6,-34,-1,18,9
Cc1nnsc1-c1c(C(=O)Oc2ccccc2)c(C)nn1-c1ccccc1,-21,8,0,27,-8,12,.,-12,-1,36,-4
COc1ccc(/C=N/n2cnnc2SCCO)cc1OC,-16,2,-2,-38,2,-28,0,8,0,-66,-2
O=C(CN1CCOCC1)Nc1ccc([N+](=O)[O-])cc1,-1,-9,4,7,3,5,2,1,2,20,-9
O=c1c2oc3ccccc3c2ncn1Cc1ccccc1F,-7,17,-1,-119,-9,-22,-4,-28,1,-61,-4
CCN(CCC#N)c1ccc(/C=N/Nc2nc(C)cc(=O)[nH]2)c(C)c1,0,2,-1,-4,-31,-31,-7,4,12,-5,10
COc1cccc(C(=O)N=c2sc3cc(S(C)(=O)=O)ccc3n2C)c1,-23,-7,-56,-178,-67,-67,-70,-55,9,-147,-19
Cc1cccc(NC(=O)/C=C/c2ccc([N+](=O)[O-])s2)c1,85*,-12,1,49*,-1,91*,95*,-39,-33,107*,-27
COc1ccc(C2c3[nH]c4ccccc4c3CCN2Cc2cccn2-c2ncccn2)cc1C (stereo not drawn),56*,15,1,-108,-36,37,14,71*,-11,-78,22
COc1cc([C@H]2[C@@H]3CCCC[C@]3(O)CCN2CC(=O)Nc2ccc(C)cc2C)ccc1O,-2,-12,2,11,-8,-3,10,-6,-5,20,12
Cc1cc(C)n(C(=O)CCNC(=O)c2ccccc2Br)n1,14,5,-2,-8,-3,-18,-4,-4,1,-11,0
Cc1ccc2c(cnn2C(=O)CCCC(=O)NCc2ccc(Cl)cc2)c1,-13,18,4,-78,-102,-11,-2,-20,0,-37,18
Cc1nnc(SCc2cccc([N+](=O)[O-])c2)[nH]c1=O,-8,10,3,21,-10,9,1,8,-10,-3,10
Cc1c(C(c2cccs2)c2c(C)n(C)n(-c3ccccc3)c2=O)c(=O)n(-c2ccccc2)n1C,5,6,-6,14,-13,-16,0,11,1,2,2
CC(Oc1ccc(Cl)cc1Cl)C(=O)NC(=S)N1CCc2ccccc21 (stereo not drawn),-9,0,1,7,-13,-2,7,-9,1,4,8
CCc1nc(SCC(=O)NC2CCCC2)c2c(=O)n(C)c(=O)n(C)c2n1,-5,-5,2,6,-30,8,9,5,6,7,-1
COc1ccc(CNc2nc3c(c(=O)[nH]c(=O)n3C)n2Cc2ccccc2C)cc1,-12,-12,2,11,-1,12,-17,-19,-6,7,-14
Cc1ccc2c(COC(=O)C3=COCCO3)cc(=O)oc2c1,81*,8,.,-63,-87,-46,11,30,-14,22,4
CN(Cc1ccccc1)C(=O)c1cccc(NC(=O)Cc2ccc(NC(=O)C3CCCN(C(=O)C4CCC4)C3)cc2)c1 (stereo not drawn),7,-11,.,9,-15,-10,-1,8,4,8,-1
S=C(NC1CCCCC1)NC1CC2C=CC1C2 (stereo not drawn),-11,-15,-1,-3,-9,4,0,-12,-4,0,-7
Cc1cc2c(cc1S(=O)(=O)NCc1ccccc1)OCC(=O)N2,2,5,3,-9,20,-6,.,0,10,3,-10
Cc1ccc(C(=O)N/C(=C\c2cccs2)C(=O)NCCCN2CCOCC2)cc1,6,-3,2,7,-6,-1,8,2,13,-6,-6
Cc1ccc(C)c(NC(=O)CN(C)C(=O)CC2OC(=O)c3ccccc32)c1 (stereo not drawn),14,-13,.,9,29,-2,18,-25,-4,11,-33

# Printed as active in HIF-2a inh (from the list above):
structure | TWEAK Fn14 block | NR2E3 ag-1 | HIF-2a inh | NR2E3 ag-2 | Shn3 inh set2 | MITF TRPM1 inh | Peg3 promoter | CF NFkB block
C(=Cc1cnc2ccccc2n1)c1ccc2c(c1)OCO2 | 98* | . | 59* | 52 | 86* | . | 69* | -31
Cc1cccc(NC(=O)/C=C/c2ccc([N+](=O)[O-])s2)c1 | 85* | 1 | 49* | -1 | 91* | 95* | 107* | -27

# New compounds follow
SMILES,TWEAK Fn14 block,TRAIL sens C8,NR2E3 ag-1,HIF-2a inh,NR2E3 ag-2,Shn3 inh set2,MITF TRPM1 inh,TROY signal inh,KKLEB cytotox,Peg3 promoter,CF NFkB block
CCCNC(=O)CSc1nccn1Cc1ccc(OC)cc1,10,-2,2,23,5,1,1,-25,-4,10,2
CC(=O)c1ccc(OCCCC(=O)Nc2cc(S(=O)(=O)N3CCCCC3)ccc2C)cc1,6,-19,.,5,-1,24,1,1,-31,27,-4
CCOC(=O)c1sc(Nc2ccc(F)cc2)nc1C,-9,-1,3,-156,-58,15,-32,-27,36,-146,-12
COc1ccc(C(=O)Nc2nc(C)cs2)cc1S(=O)(=O)N1CCCC1,22,-3,0,-13,-17,-2,-1,-15,-2,-10,-11
CC(=O)Oc1ccc2ccc3ccc(C(C)=O)cc3c2c1,-27,9,.,7,-5,-12,-13,-16,-6,-12,-86
CCc1ccc(NC(=O)C(C)OC(=O)CCC(=O)c2cccs2)cc1 (stereo not drawn),-18,-15,2,-31,2,-53,-4,-20,7,-6,2
CC(C)Cn1c(SCC(=O)Nc2cc(Cl)c(Cl)cc2Cl)nc(O)cc1=O,6,2,-2,5,-5,-12,-1,5,8,4,-7
N#CC(C#N)=C(Nc1ccccc1)c1ccccc1,8,-8,-1,1,-23,13,5,-6,0,6,-10
O=C(c1ccco1)N1CCN(Cc2ccccc2Br)CC1,-42,-11,0,-127,-49,-34,-41,-20,2,-98,-6
COc1ccc(OC)c(N(CC(=O)Nc2cccnc2)S(C)(=O)=O)c1,6,9,2,-1,-5,-16,-10,2,-3,-5,1
CCCCC(=O)c1c(C)cc(C)[nH]c1=O,8,-4,1,11,-41,-11,-12,1,4,-3,-10
COC(=O)CNC(=O)c1sc2ncn(CC(=O)Nc3ccc(C)c(Cl)c3)c(=O)c2c1C,-2,-1,-2,14,5,3,7,2,-12,19,-9
O=C(N/N=C/c1ccsc1)c1cc(-c2ccncc2)nc2ccccc12,11,-17,-3,33,-48,10,15,19,-25,29,39
COc1ccc(-n2c(C)c(C(C)=O)c(C(C)=O)c2C)cc1,16,-14,4,7,-12,6,1,21,-13,2,8
Cc1cc(-c2ccccc2)nc(-c2ccccc2)c1C,2,-3,2,15,-18,4,-8,-6,-1,-7,-11
O=C(O)c1cc2nc3c(c(C(F)(F)F)n2n1)CCc1ccccc1-3,-12,-9,-2,15,-40,-2,3,17,11,8,-2
Cc1oc(-c2ccccc2)cc1C(=O)Nc1cccc(/C=C\C(=O)O)c1,18,-5,0,0,-44,-10,-3,-12,6,1,3
Cc1ccc2c(c1)=C(c1ccccc1)N(O)CC(=O)N=2,3,4,0,12,3,-21,2,-8,5,-4,-22
COC(=O)c1ccc(Nc2c([N+](=O)[O-])c(=O)oc3ccccc23)cc1,1,-1,3,21,4,-13,3,11,-7,26,18

# Screening data (PubChem)

# An excerpt, so the mix of outcomes need not match the whole.
